# MOR-DOR ag: agonists of human mu-delta opioid receptor heterodimerization; cells, OPRM1-OPRD1 heterodimerization, luminescence; activation, % at 9.3 µM; 340,000 compounds, 0.3% hits; in the data active = activation above about 18%;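 note: 0% = vehicle-treated cells and 100% = reference agonist; values of inactives mirror those of a sister screen read the other way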
# Mot1-301 SUMO: SUMOylation pathway inhibition by Mot1-301 growth rescue; S. cerevisiae Mot1-301 growth rescue, ATP luminescence, 38.5C; percent above DMSO median, 100 means doubled; growth rescue, % at 18.8 µM; 320,000 compounds, 1% hits; AID 2716;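 active = every valid replicate shows activation above 250% relative to neutral control wells; inactive = the rest, any valid replicate at or below 250%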;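 note: OY570 slx delta 5 strain wells were the positive control but not used for scaling; some compounds called inactive have numbers as strong as hits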
# PfHsp90 set2: inhibits growth of yeast expressing Plasmodium falciparum Hsp90; S. cerevisiae expressing PfHsp90, BacTiter-Glo ATP, 48 h; yeast lacking PDR1 and PDR3 efflux regulators; inhibition, % at 9.4 µM; 310,000 compounds, 0.32% hits;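 active = every replicate shows inhibition above about 80%, whatever the replicate mean, limit read from the data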;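 note: 0% = DMSO neutral controls and 100% = 20 µM radicicol positive controls; yeast relying on Plasmodium falciparum Hsp90 in place of its own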
# HTR5A ag ctr: HTR5A agonism, opioid heterodimer counter-screen; P47898; activation, % at 9.3 µM; 340,000 compounds, 0.61% hits; HTR5A agonist assay, luminescence, cell-based; in the data active = activation mostly above about 9.5%, no sharp cut-off; inactive = mostly below about 7.6%;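 note: 0% = cells with vehicle only and 100% = reference agonist; strong numbers were not always called active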
# Target sequence (P47898 whole entry, looked up): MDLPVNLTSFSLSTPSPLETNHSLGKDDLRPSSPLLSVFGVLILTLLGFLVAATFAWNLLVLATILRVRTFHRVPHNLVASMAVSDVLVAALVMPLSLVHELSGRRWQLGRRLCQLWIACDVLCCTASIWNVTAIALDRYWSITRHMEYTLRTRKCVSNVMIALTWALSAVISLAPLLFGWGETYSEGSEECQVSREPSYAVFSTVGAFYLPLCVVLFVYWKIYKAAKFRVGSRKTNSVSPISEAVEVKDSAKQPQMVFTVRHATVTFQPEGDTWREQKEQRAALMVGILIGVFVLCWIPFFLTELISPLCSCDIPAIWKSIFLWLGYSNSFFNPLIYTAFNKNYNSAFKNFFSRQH
# phage Ecoli inh: E. coli growth loss with phage present. growth absorbance. inhibition, % at 11.9 µM. 360,000 compounds, 0.26% hits. AID 651602; in the data active = inhibition above about 11%
# MOR-DOR inv ag: mu-delta opioid heterodimer inverse agonism. P35372+P41143. cell-based MOR-DOR heterodimer luminescence. inhibition, % at 9.3 µM. 340,000 compounds, 0.21% hits. AID 504357; in the data active = inhibition above about 22%, passing the limit was not always enough;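 note: 0% = cells with DMSO and 100% = wells without cells with DMSO; values of inactives mirror those of a sister screen read the other way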
# AddAB inh: less growth of phage-infected E. coli with AddAB | E. coli expressing H. pylori AddAB, absorbance growth | inhibition, % at 11.9 µM | 330,000 compounds, 0.29% hits; in the data active = inhibition above about 12%;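 note: 0% = vehicle wells of infected cells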
# DSG3 Ab inh: blocks pemphigus antibody binding to human desmoglein-3. P32926. DSG3-coupled beads, scFv-anti-DSG3-GFP binding, flow cytometry; stronger effect = lower value. binding (percent of control), % at 10 µM. 310,000 compounds, 0.48% hits. AID 588358;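 active = binding more than 3 SD below its plate's average and above zero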; note: some compounds called inactive have numbers as strong as hits
# PKA-R1A act: activates the PKA-R1A holoenzyme complex; P00514+P68181; PKA-R1A dissociation, Cy5-IP20 fluorescence polarization; scaled: DMSO 0%, 113 µM cGMP 100%; activation, % at 11.4 µM; 340,000 compounds, 0.083% hits;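 active = percent activation above the mean of all tested compounds plus 3 SD, cut at about 19% in these data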;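 note: higher means more PKAc released from R1A so a rise in polarization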
# Ecoli viability: reduces bacterial viability in AddAB counter-screen; inhibition, % at 11.9 µM; E. coli V3065 growth, OD600 absorbance, 18 h; AID 449728; 330,000 compounds, 0.27% hits;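 active = inhibition above the campaign's mean inhibition across all tested compounds plus 3 SD, cut at about 9.9% in these data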;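 note: uninfected addAB+ strain grown without phage in ampicillin broth; 0% = DMSO wells and 100% = ciprofloxacin 0.95 µg/ml wells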
# HTR5A inv ag: HTR5A inverse agonism, opioid heterodimer counter-screen. AID 504634. inhibition, % at 9.3 µM. HTR5A cell line, luminescence. 340,000 compounds, 0.083% hits; in the data active = inhibition mostly above about 23%, no sharp cut-off; inactive = mostly below about 18%;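 note: 0% = cells with DMSO and 100% = no-cell wells with DMSO; some compounds called inactive have numbers as strong as hits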
# * = called active by the depositor; · = not tested or not shown.
canonical_smiles	Ecoli viability	AddAB inh	MOR-DOR inv ag	MOR-DOR ag	HTR5A inv ag	PKA-R1A act	DSG3 Ab inh	phage Ecoli inh	PfHsp90 set2	Mot1-301 SUMO	HTR5A ag ctr
COc1ccc(C(=O)/C=C/c2ccc3c(c2)OCCO3)cc1	1.3	4.0	19	-3.8	-9	-11	·	0.1	-12	-10	3
COc1ccc(OCc2nc(-c3ccc(F)c(F)c3)cs2)cc1	0.1	-0.8	-4	0.8	-3	-2	113	4.3	7	-5	-2
COc1ccc(-c2csc(N(CCCN(C)C)C(=O)c3ccccc3F)n2)cc1	-2.2	0.0	6	-1.1	5	1	111	4.6	5	-9	-2
CC(=O)c1cccc(CN2CCC(C(=O)Nc3ccc(Oc4cccnc4)cc3)CC2)c1	-1.9	-0.7	13	-2.3	-3	7	101	0.2	-1	17	3
O=C(Nc1nc(-c2ccncc2)cs1)C1COc2ccccc2O1 (centres undefined)	0.7	2.1	13	-2.5	11	9	93	1.0	12	23	-4
CC1CCN(CCCNC(=O)c2coc3nc4ccccc4nc23)CC1	0.2	0.1	4	-0.8	-5	2	112	2.6	7	3	-2
O=C(O)CCn1c(=O)[nH]c(=O)n(CCC(=O)O)c1=O	-0.1	4.5	16	-2.8	0	-2	98	3.7	-5	0	0
O=C(COC(=O)c1cc[n+]([O-])cc1)Nc1ccc2c(c1)OCCO2	1.6	0.5	3	-0.5	-13	-11	90	1.4	3	-4	-5
COC(=O)c1cn(NC(=O)C2CCCCC2)c(=O)c2ccccc12	0.4	1.1	17	-2.9	-5	0	102	2.5	-5	370	-4
CCOC(=O)CCP(=O)(O)C(O)(c1ccccc1)c1ccccc1	0.0	0.8	12	-2.2	-14	-1	95	3.1	·	-6	-3
CC(=O)N(CN1C(=O)C2CC=CCC2C1=O)c1cccc(Cl)c1 (centres undefined)	0.2	1.7	12	-2.8	2	-16	114	-0.6	-19	-5	-2
O=C(Nc1ccccc1N1CCN(c2ccc(F)cc2)CC1)C1CCCCC1	·	·	4	-0.7	12	2	112	0.5	-2	·	1
c1ccc(CSc2nnc(-c3cccs3)o2)cc1	-0.7	0.6	-11	2.0	-19	4	94	3.5	1	9	5
CC1=NN(c2ccccc2)C(=O)/C1=C\c1cc(C)n(-c2cccnc2)c1C	-1.0	4.3	5	-1.0	-17	-11	109	1.7	-9	694	0
O=C(CN1CCN(Cc2ccccc2)CC1)N/N=C/c1ccc(Br)s1	-0.6	-1.8	6	-1.3	16	-8	·	-1.0	-9	-8	0
COC(=O)CNC(=O)COC(=O)c1ccc(Cl)nc1	0.2	1.3	11	-2.3	7	3	·	1.2	2	8	2
CCC(C)(C)NC(=O)C(c1cccn1C)N(C(=O)Cn1nnc2ccccc21)c1ccc(NC(C)=O)cc1 (centres undefined)	-0.2	1.4	4	-0.8	6	-5	95	2.2	-18	6	-2
CCCOc1ccc(N2C(=O)C/C(=C\c3ccccc3)C2=O)cc1	3.4	4.8	·	·	·	·	116	0.1	·	-12	·
CC1NC(=O)NC1CCCCCC(=O)NCCc1ccccc1 (centres undefined)	0.1	3.0	9	-1.6	-25	-3	87	4.2	-3	-3	-2
N#Cc1nc(COc2ccccc2Cl)oc1N1CCCCCC1	·	·	-4	0.8	-10	2	94	0.2	-6	·	4
CCN(CC)C(=O)c1ccc(NS(=O)(=O)c2ccc3[nH]c(=O)[nH]c3c2)cc1	·	·	11	-2.1	-8	4	·	-0.4	-14	-8	4
CCOC(=O)c1nn(-c2ccccc2C)c(=O)c2c(N)scc12	-0.5	4.3	-14	2.9	9	-3	102	1.5	1	8	1
COCCCNC(=O)c1c(F)c(F)c(F)c(F)c1F	0.9	0.3	13	-2.3	-8	3	110	1.3	14	41	3
CC1CC(=Cc2ccc([N+](=O)[O-])cc2)C(=O)O1 (centres undefined)	·	·	3	-0.6	9	-13	98	1.1	·	·	-2
CCN(CC)c1ccc(C(=O)OCC(=O)Nc2cccc(S(=O)(=O)NC3=NCCCCC3)c2)cc1	0.0	4.6	-2	0.3	19	0	103	2.7	10	-15	-5
COc1ccc(CC(=O)Nc2ccc(OC)c(NC(=O)c3ccco3)c2)cc1	-2.8	0.2	7	-1.2	-18	0	104	-2.6	10	24	-3
Cc1nn(C)cc1/C=N\NC(=O)c1csc2c1CCCC2	-0.2	-1.4	4	-0.8	-10	5	104	3.0	12	-9	3
CCN(CC)CCOC(=O)C1c2ccccc2Oc2ccccc21	1.1	-0.8	8	-1.3	1	2	103	·	-7	209	0
COc1ccccc1-n1nnnc1SC(C)C(=O)NC1CCCC1 (centres undefined)	1.9	0.8	15	-2.7	3	4	91	2.9	·	-14	-2
Cc1ccc(OCC(=O)NCCS(=O)(=O)N2CCN(c3ccccc3)CC2)cc1	2.3	0.2	-3	0.5	10	-8	102	0.1	·	-10	-4
C#CCOCCOCCOCCNc1nc(N2CCN(C(=O)CCCCCCCCCCNC(=O)[C@@H]([C@H](C)O)n3cc(C)nn3)CC2)nc(N2CCN(C(=O)CCCCCCCCCCNC(=O)[C@@H]([C@H](C)O)n3cc(C)nn3)CC2)n1	0.3	0.4	19	-3.3	3	-2	·	1.8	-7	10	-3
CCOC(=O)N1CCN(C(=O)c2ccc(OC)c(S(=O)(=O)N3CCOCC3)c2)CC1	2.1	3.6	3	-0.6	5	-8	109	2.6	11	109	3
CCCC(=O)NC(NC(=S)Nc1ccc(S(N)(=O)=O)cc1)C(Cl)(Cl)Cl (centres undefined)	2.2	1.5	5	-0.9	-17	-4	98	2.8	-6	50	6
O=C(CN1CCN(CC(=O)Nc2ccc(F)cc2)CC1)NCC1(N2CCOCC2)CCCCC1	-1.0	-0.2	-4	1.1	4	-3	99	1.7	-3	4	-2
CCc1nnc(NC(=O)c2cc(S(=O)(=O)N3CCCCC3)ccc2N2CCOCC2)s1	1.9	1.4	4	-0.7	-19	-8	128	2.6	·	2	-4
CCN(CC)S(=O)(=O)c1cc(NC(=O)Cn2cnc3ccccc3c2=O)ccc1C	-0.8	1.8	3	-0.7	-6	-8	98	-0.2	·	·	-4
CCOc1ccc(NC(=O)CC2SC(=O)N(c3ccccc3)C2=O)cc1 (centres undefined)	-2.5	0.2	7	-1.3	-20	0	106	1.4	14	-22	5
Cc1cccc(N(CC(=O)NC2CCCC2)C(=O)c2nsc(Cl)c2Cl)c1C	-1.7	2.5	7	-1.4	12	1	106	5.2	4	182	-1
COc1ccc(CN2CCN(CC(=O)Nc3ccccc3C(=O)NC3CC3)CC2)cc1F	-0.3	-0.1	7	-1.9	-14	-3	100	-0.5	20	-4	6
Cc1ccc(C(=O)N/C(=C/c2ccccc2F)C(=O)NCCCn2ccnc2)cc1	-2.0	5.0	-2	0.4	-13	1	102	2.0	-31	-4	-3
CC(=C/c1ccccc1)/C=N/NC(=O)c1cc(C)oc1C	2.5	5.2	-17	3.1	18	-5	118	4.5	2	2	0
Cn1c(-c2ccc(Cl)nc2)nc2cc(Cl)ccc21	3.1	-1.9	11	-2.6	-8	2	92	0.9	-10	-22	2
S=c1[nH]c2cc(Cl)ccc2s1	2.7	1.3	-6	1.0	5	-11	120	0.7	-8	28	-2
O=C(c1ccc2ccccc2c1)N1CCN(c2ccccn2)CC1	1.0	0.1	13	-2.8	11	-10	106	3.2	-3	-25	-3
COC(=O)C1Cc2ccccc2CN1S(=O)(=O)c1ccc(C)cc1 (centres undefined)	-0.8	0.3	-11	2.4	-21	-5	100	2.1	-8	28	6
CCOC(=O)c1c(C)c(C(=O)NC2CCCCCC2)c(C)n1C	·	·	15	-2.7	-31	-7	96	2.2	14	·	1
CCCOc1ccc(N2C(=O)CC(N3CCN(c4ccc([N+](=O)[O-])cc4)CC3)C2=O)cc1 (centres undefined)	-1.8	-1.3	8	-1.4	0	-4	94	0.5	-8	-1	6
COc1ccc(NC(=O)C2CC2)cc1S(=O)(=O)N1CCOCC1	-0.9	0.8	3	-0.7	-34	5	107	0.5	2	16	12
CC(C)(NO)/C(=N/O)c1cccs1	-0.4	0.5	7	-1.4	2	-10	98	2.4	-4	-14	-1
CCC1(c2ccccc2)NC(=O)N(CC(=O)Nc2nnc(C3CC3)s2)C1=O (centres undefined)	1.4	2.8	11	-2.1	-3	1	·	4.4	-4	2	0
COc1cc(/C=N/NC2=NS(=O)(=O)c3ccccc32)cc(OC)c1OC	-0.5	-2.6	18	-3.9	-10	0	100	1.8	-31	630*	3
O=C(COC(=O)c1ccc(O)cc1)Nc1cc(S(=O)(=O)N2CCOCC2)ccc1Cl	-0.3	0.6	-1	0.2	-11	-7	99	2.5	-10	13	5
O=C(NCc1ccccc1)C(c1cccs1)N(C(=O)c1csnn1)C1CC1 (centres undefined)	2.9	4.2	6	-1.1	11	8	103	1.2	3	4	-1
Cc1ccc(NC(=O)CCC(=O)N2CCOc3ccccc32)c(Cl)c1	0.4	0.5	-11	1.9	0	-9	103	1.9	18	12	0
Cc1ccc2c(c1)cc(CN(Cc1ccco1)S(=O)(=O)c1ccccc1)c1nnnn12	-0.1	0.2	11	-2.0	-6	-4	112	3.2	7	4	1
O=C(COc1ccc2ccccc2c1)N1c2ccccc2Sc2ccccc21	-3.1	-1.1	-11	2.0	-4	-1	96	0.9	·	-10	-2
COc1ccc(-c2nn(-c3ccccc3)cc2C(=O)NCCCn2ccnc2)cc1	-1.1	1.3	7	-1.3	8	0	104	-1.0	-9	-5	-1
CCc1cccc(NC(=O)c2ccc(Cn3nc(C)cc3C)o2)c1	-1.1	3.1	1	-0.1	0	-2	88	3.4	7	231	0
Cc1nc(C)c(-c2csc(NCc3ccco3)n2)s1	-3.0	1.0	3	-0.5	-8	-4	106	3.0	-17	20	6
COC(=O)c1ccccc1NC(=O)CCn1c(=O)oc2ccccc21	0.0	1.2	21	-3.9	-11	2	100	0.7	-6	-15	2

# The results go on:
canonical_smiles	Ecoli viability	AddAB inh	MOR-DOR inv ag	MOR-DOR ag	HTR5A inv ag	PKA-R1A act	DSG3 Ab inh	phage Ecoli inh	PfHsp90 set2	Mot1-301 SUMO	HTR5A ag ctr
COc1ccc(C(=O)NC(=S)NNC(=O)c2ccc3ccccc3n2)cc1	1.2	-0.7	9	-1.8	-14	-1	98	-0.1	-21	-8	4
COc1cccc(NC(=O)COC(=O)COc2cccc3c2OC(C)(C)C3)c1	-0.4	-1.9	-10	1.8	-10	5	·	0.9	23	4	1
CN(Cc1cnn(C)c1)C(=O)C1CCC(=O)N(Cc2cccc(C(F)(F)F)c2)C1 (centres undefined)	1.1	-2.6	7	-1.3	6	-2	96	2.3	5	-8	-2
COc1ccc(-n2c(/C=C3\C(=O)N(C)c4ccccc43)nc3ccccc3c2=O)cc1	3.1	2.4	13	-2.6	-13	9	·	1.6	-15	-8	0
O=C(O)C1CCCCC1C(=O)Nc1ccc(Cl)cc1 (centres undefined)	2.6	1.0	14	-2.7	-21	-4	96	0.4	6	-17	1
